Source: PubChem
STAT1 activator: STAT1 signaling activators, primary screen, cell-based, HTS, luciferase reporter | AID 932, 2007 | activation (% of control), % at 5.5 µM | 200,000 compounds, 2.6% hits | NIH 3T3 STAT1-luciferase reporter, IFN-gamma, luminescence; 100% = IFN-gamma alone, no compound;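 active = activation above the screen-wide mean activation plus 3 SD, cut at about 130% in these data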;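 note: raw ratio to IFN-gamma control signal so 100% means no change and 0% no light; values of inactives mirror those of a sister screen read the other way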
Hsp70 act: Hsp70 transcriptional activators, primary screen, cell-based, HeLa, Hsp70 promoter luciferase, luminescence, 10 µM | HeLa Hsp70 promoter luciferase reporter; scaled: vehicle 0, proteasome-inhibitor control 100% | activation, % at 10 µM | 200,000 compounds, 0.04% hits;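 active = activation above the mean across all tested compounds plus 3 SD, cutoff set per campaign, cut at about 5.5% in these data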;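 note: 100% = MG132 at 30 µM as the positive control and 0% = DMSO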
G6PDH CS: L. mesenteroides G6PDH inhibitors, counter-screen for G6PDH-coupled screening assays, biochemical, Leuconostoc mesenteroides enzyme; Purified L. mesenteroides G6PDH, diaphorase/resazurin coupled fluorescence, 45 min; inhibition, % at 5 µM; 200,000 compounds, 0.12% hits; in the data active = inhibition above about 50%
TLR4-MyD88 BLA: inhibitors of TLR4-MyD88 association in cells, primary screen, cell-based, HeLa CL3-4, BLA complementation, FRET ratio. Toll-like receptor 4 (Homo sapiens) + Myeloid differentiation primary response protein …. HeLa CL3-4 TLR4/MyD88 BLA complementation. inhibition, % at 8.4 µM. 200,000 compounds, 0.18% hits; in the data active = inhibition above about 25%;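 note: 0% = vehicle and 100% = reference inhibitor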
Target sequence (O00206 whole entry, looked up): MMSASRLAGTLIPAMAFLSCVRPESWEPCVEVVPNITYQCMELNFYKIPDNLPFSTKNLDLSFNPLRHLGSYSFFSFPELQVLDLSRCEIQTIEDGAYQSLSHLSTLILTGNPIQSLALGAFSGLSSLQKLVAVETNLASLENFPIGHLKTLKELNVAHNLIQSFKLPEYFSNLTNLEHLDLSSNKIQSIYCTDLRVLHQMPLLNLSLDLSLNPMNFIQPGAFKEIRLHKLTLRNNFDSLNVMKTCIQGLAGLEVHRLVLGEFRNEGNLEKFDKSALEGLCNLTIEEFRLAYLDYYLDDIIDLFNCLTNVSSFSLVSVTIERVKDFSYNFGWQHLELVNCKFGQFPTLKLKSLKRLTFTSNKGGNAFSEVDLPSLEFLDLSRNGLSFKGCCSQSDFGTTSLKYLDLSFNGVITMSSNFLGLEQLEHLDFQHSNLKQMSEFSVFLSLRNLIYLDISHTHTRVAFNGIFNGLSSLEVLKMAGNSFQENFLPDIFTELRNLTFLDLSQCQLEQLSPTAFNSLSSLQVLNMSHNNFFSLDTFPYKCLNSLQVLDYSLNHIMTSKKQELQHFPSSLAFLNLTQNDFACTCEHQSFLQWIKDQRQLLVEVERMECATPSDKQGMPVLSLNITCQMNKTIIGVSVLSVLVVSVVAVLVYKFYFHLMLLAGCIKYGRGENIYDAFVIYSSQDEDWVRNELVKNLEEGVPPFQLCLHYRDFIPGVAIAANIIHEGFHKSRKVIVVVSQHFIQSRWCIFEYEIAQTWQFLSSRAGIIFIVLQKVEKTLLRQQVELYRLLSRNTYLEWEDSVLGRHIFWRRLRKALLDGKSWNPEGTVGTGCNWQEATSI
Target sequence (Q99836 whole entry, looked up): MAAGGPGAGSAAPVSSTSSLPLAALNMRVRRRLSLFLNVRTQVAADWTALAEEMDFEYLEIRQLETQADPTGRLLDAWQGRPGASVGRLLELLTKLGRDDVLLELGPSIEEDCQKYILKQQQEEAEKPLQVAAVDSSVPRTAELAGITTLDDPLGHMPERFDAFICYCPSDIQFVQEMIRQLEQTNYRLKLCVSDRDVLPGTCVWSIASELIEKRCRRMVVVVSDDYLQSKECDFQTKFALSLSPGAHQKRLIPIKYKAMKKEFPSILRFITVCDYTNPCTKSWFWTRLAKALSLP
STAT1 inh: STAT1 signaling inhibitors, primary screen, cell-based, HTS, luciferase reporter; inhibition, % at 5.5 µM; AID 920, 2007; NIH 3T3 STAT1-luciferase reporter, IFN-gamma, luminescence; 200,000 compounds, 0.35% hits;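 active = inhibition above a set limit, the mean inhibition across all tested compounds plus 3 SD, cut at about 34% in these data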;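 note: 0% = IFN-gamma with DMSO and 100% = IFN-gamma with 300 µM nifuroxazide; values of inactives mirror those of a sister screen read the other way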
STAT3 blocker: IL-6 driven STAT3 reporter inhibitors, primary screen, U3A cells, luciferase, luminescence, MLSCN library; IL-6 STAT3-luciferase reporter; host cell line lacks STAT1; inhibition, % at 5.5 µM; 190,000 compounds, 0.89% hits;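 active = inhibition above the mean inhibition across all screened compounds plus 3 SD, cut at about 44% in these data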;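 note: 0% = DMSO only wells and 100% = 100 µM nifuroxazide control wells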
STAT3 act: IL-6 driven STAT3 reporter potentiators, primary screen, U3A cells, luciferase, luminescence, MLSCN library; IL-6 STAT3-luciferase reporter; 100% = signal with IL-6 EC80 alone; 190,000 compounds, 0.91% hits; activation (% of control), % at 5.6 µM;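 active = activation above the screen-wide mean of compound activation plus 3 SD, cut at about 130% in these data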;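 note: 0% = background luminescence of wells with medium and substrate only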
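Test system: Human STAT1-deficient U3A cells with stable STAT3-luciferase reporter | Also added: Interleukin-6, 33 ng/mL | Timing: Compound pre-incubation 1 h before IL-6, then 6 h stimulation at 37 °C | Technique: Luciferase reporter luminescence | Read-out: Percent of IL-6-only median luminescence | Benchmarks: IL-6-only wells as 100% reference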
APP transl inh: inhibitors of APP translation via 5'UTR reporter, primary screen, APP 5'UTR luciferase, SH-SY5Y cells | inhibition, % at 2 µM | SH-SY5Y APP 5'UTR-luciferase reporter, luminescence | 190,000 compounds, 0.82% hits;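 active = inhibition above a set limit, derived from the sample mean plus 3 SD, cut at about 45% in these data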; note: values of inactives mirror those of a sister screen read the other way
Diaphorase inh: diaphorase inhibitors and chemical oxidizers, primary screen, counter-screen for diaphorase-coupled primary assays, biochemical, uHTS, resorufin fluorescence. diaphorase resazurin-to-resorufin fluorescence, NADH, 16 min; bacterial (C. kluyveri) enzyme, not human. inhibition, % at 20 µM. 190,000 compounds, 0.69% hits. AID 1217, 2008;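 active = primary screen inhibition at 20 µM above a set limit, cut at about 50% in these data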;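 note: plate controls were DMSO with full reaction for no effect and wells lacking NADH for full effect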
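Assay system: diaphorase enzyme from Clostridium kluyveri; Input: enzyme working solution with 0.14 U/mL diaphorase; Timing: 16 min at room temperature; Technique: resorufin fluorescence, excitation 544 nm, emission 590 nm; Benchmarks: positive control minus NADH, DMSO neutral control.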
Diaph act CS: compounds boosting diaphorase resazurin reduction – biochemical, uHTS, resorufin fluorescence, counter-screen for diaphorase-coupled primary assays, primary screen. Diaphorase/resazurin coupled assay, 16 min; stronger effect = higher value; 1 = vehicle wells, 0 = NADH-free wells. activation factor at 20 µM. 190,000 compounds, 0.005% hits. AID 1229, 2008;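 active = diaphorase activity raised at least twofold by the compound at 20 µM; inactive = activation factor below 2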
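Material: bacterial diaphorase enzyme (C. kluyveri); amount: enzyme 0.07 U/mL final; reagent: NADH substrate 0.114 mM plus resazurin dye 0.1 mM, final; doses: single compound dose of 20 µM, 1% DMSO final; timing: 16 min enzyme reaction, ambient temperature; measured by: fluorescence of resorufin, 544 nm excitation, 590 nm emission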
Active calls of the source: *; x = no result given.

SMILES | STAT1 activator | Hsp70 act | G6PDH CS | TLR4-MyD88 BLA | STAT1 inh | STAT3 blocker | STAT3 act | APP transl inh | Diaphorase inh | Diaph act CS
Cc1[nH]nc2ncc(C(=O)c3cc(F)ccc3O)cc12 | 104 | -0.5 | 17 | -9 | -4 | -1 | 107 | 10 | 4 | 1
O=C(O)C1C2C=CC3(CN(c4cccc(C(F)(F)F)c4)C(=O)C13)O2 (centres undefined) | 99 | 0.1 | 1 | -4 | 2 | 5 | 98 | 13 | -7 | 1.1
CN(C)C(=O)/C=C\c1cn(-c2ccccc2)nc1-c1ccc2c(c1)OCCO2 | 78 | -0.1 | 9 | -12 | 21 | 22 | 84 | -16 | 34 | 0.7
CC1(C)NC(=O)N(CC(O)COc2ccc(N3C(=O)c4ccccc4C3=O)cc2)C1=O (centres undefined) | 102 | 0.0 | 1 | -3 | -2 | 4 | 100 | 4 | 33 | 0.7
O=C(C#Cc1cccc([N+](=O)[O-])c1)c1ccccc1 | 91 | 0.0 | -4 | -1 | 10 | 7 | 95 | 7 | 10 | 0.9
Cc1ccc(NCc2n[nH]c(=S)n2-c2ccccc2)cc1Cl | 114 | -0.5 | 3 | 3 | -17 | 8 | 96 | -19 | 15 | 0.9
N#CCCn1nc(-c2ccc(Cl)cc2)cc1Nc1ccccc1NC(=O)C(F)(F)F | 90 | -0.4 | 1 | 2 | 11 | -14 | 108 | -21 | 10 | 0.9
COc1ccc(C(=O)/C=C/c2ccccc2OC)c(OC(=O)c2ccc([N+](=O)[O-])cc2)c1 | 89 | -0.1 | x | -11 | 12 | 16 | 89 | -17 | x | x
C=CCn1c(SCC(=O)NCc2ccco2)nc2sc3c(c2c1=O)CCCC3 | 102 | -0.2 | 1 | 2 | -2 | -1 | 98 | 12 | 8 | 0.9
CCn1cc(C(=O)Nc2cccc(NC(C)=O)c2)c2cc(OC)c(OC)cc2c1=O | 102 | -0.3 | 4 | -17 | -2 | 4 | 100 | 2 | 6 | 0.9
O=C(CCc1ccccc1)NNC(=O)c1ccc(F)cc1 | 102 | -0.1 | 13 | 5 | -3 | -4 | 105 | 9 | x | x
Cc1ccc(CNC(=O)NC23CC4CC(CC(C4)C2)C3)cc1 | 106 | -0.2 | 3 | -13 | -6 | -13 | 109 | 15 | 10 | 0.9
Cc1ncc([N+](=O)[O-])n1CCOC(=O)c1ccc(Cl)cc1Cl | 114 | 0.2 | 2 | 1 | -15 | 7 | 98 | 10 | 6 | 0.9
COc1ccc(OC)c(S(=O)(=O)n2nnc3ccccc32)c1 | 102 | -0.4 | 1 | -5 | -2 | 6 | 101 | -7 | 14 | 0.9
COc1ccc(-c2cc(-c3ccccc3)c(C#N)c(S(C)=O)n2)cc1 (centres undefined) | 105 | -0.1 | -3 | -2 | -5 | -4 | 109 | x | 16 | 0.8
Cc1ccc(NC(=O)CN(C)S(=O)(=O)c2cccc3nsnc23)cc1Cl | 94 | -0.4 | -32 | -7 | -8 | 9 | 95 | 0 | 17 | 0.8
Cc1ccc(COC(=O)c2nn(-c3ccccc3)nc2N)cc1 | 92 | -0.2 | -3 | -4 | 7 | 16 | 90 | -32 | 9 | 0.9
Cn1c(SCC(=O)Nc2ccccc2[N+](=O)[O-])nnc1C(F)(F)F | 100 | -0.2 | 1 | 4 | -1 | 8 | 98 | -4 | 5 | 1
O=C(NCCC1=CCCCC1)c1cc(-c2ccncc2)nc2ccccc12 | 95 | 0.0 | 5 | -1 | 3 | 2 | 100 | 28 | 13 | 0.9
O=c1cc(O)c2ccc(O)cc2o1 | 102 | -0.3 | 7 | -8 | -4 | x | x | -1 | 3 | 1
CC(=O)Nc1ccccc1C(=O)C(=O)Nc1ccc(C(=O)NCC2CCCO2)cc1 (centres undefined) | 102 | -0.1 | 10 | 2 | -4 | 10 | 93 | -11 | -7 | 1.1
Nc1nnc(CCCCc2cccs2)o1 | 100 | -0.2 | 0 | -2 | 0 | 0 | 104 | -8 | 8 | 0.9
Cc1ccc2[nH]c3c(=O)n(Cc4ccncc4)cnc3c2c1 | 103 | -0.5 | 2 | 2 | -4 | 10 | 98 | -6 | 13 | 0.9
O=C(CNc1n[nH]c(=O)[nH]c1=O)N/N=C/c1cccnc1 | 95 | -0.5 | -13 | 19 | 6 | 18 | 84 | -2 | 5 | 1
Cc1ccc(-n2nc(C)c3cc(C(=O)O)sc32)cc1 | 89 | -0.4 | -19 | 5 | 12 | 2 | 100 | 10 | 13 | 0.9

Record cards, from the list above.
Results for O=C(O)C1C2C=CC3(CN(c4cccc(C(F)(F)F)c4)C(=O)C13)O2 (centres undefined) → STAT1 activator = 99; Hsp70 act = 0.1; G6PDH CS = 1; TLR4-MyD88 BLA = -4; STAT1 inh = 2; STAT3 blocker = 5; STAT3 act = 98; APP transl inh = 13; Diaphorase inh = -7; Diaph act CS = 1.1
Results for Cc1ccc2[nH]c3c(=O)n(Cc4ccncc4)cnc3c2c1 → STAT1 activator = 103; Hsp70 act = -0.5; G6PDH CS = 2; TLR4-MyD88 BLA = 2; STAT1 inh = -4; STAT3 blocker = 10; STAT3 act = 98; APP transl inh = -6; Diaphorase inh = 13; Diaph act CS = 0.9

Remaining list, next part:
SMILES | STAT1 activator | Hsp70 act | G6PDH CS | TLR4-MyD88 BLA | STAT1 inh | STAT3 blocker | STAT3 act | APP transl inh | Diaphorase inh | Diaph act CS
COCCNC(=O)CC(c1ccccc1)c1ccccc1 | 101 | -0.2 | 1 | 2 | -1 | -3 | 106 | 6 | 7 | 0.9
CC(NC(N)=O)C(=O)Nc1ccc(Cl)c(S(=O)(=O)Nc2ccc(Br)cc2)c1 (centres undefined) | 91 | -0.1 | 2 | -17 | 11 | 13 | 93 | 26 | 14 | 0.9
O=C(Cn1c(-c2ccccc2Cl)nc2ccccc21)Nc1cccc(Cl)c1 | 95 | 0.1 | -8 | -10 | 5 | -2 | 103 | 8 | 14 | 0.9
Cc1ccc(-n2nc(C)cc2N)c(C)c1 | 101 | 0.0 | 3 | 0 | -1 | 4 | 97 | 2 | 13 | 0.9
CCn1nc(C(=O)N[C@@H](CCSC)c2nc3ccccc3[nH]2)c2ccccc2c1=O | 101 | 0.0 | -8 | 18 | -1 | -5 | 111 | -15 | 20 | 0.8
O=[N+]([O-])c1cccc(-c2noc(COc3ccccc3)n2)c1 | 113 | -0.1 | 3 | 2 | -15 | 6 | 97 | -2 | 20 | 0.8
C=CCOc1ccc(CNc2ccc3[nH]c(=O)[nH]c3c2)cc1OCC | 94 | -0.3 | 11 | 2 | 6 | 8 | 98 | 10 | x | x
O=C(Nc1ccc(N2CCCCC2)cc1)c1ccccn1 | 11 | -0.7 | -3 | 3 | 96* | 110* | 9 | 41 | -4 | 1
CCC(Sc1nc(C)cc(=O)[nH]1)C(=O)Nc1sc2c(c1C#N)CCCC2 (centres undefined) | 95 | -0.3 | 3 | -10 | 5 | 0 | 102 | 3 | 14 | 0.9
CC(C)C(=O)NC(=S)N(Cc1ccccc1)Cc1ccccc1 | 93 | -0.3 | 6 | -13 | 8 | -2 | 104 | -7 | 22 | 0.8
COC(=O)[C@@H](NC(=O)NCc1ccccc1Cl)C(C)C | 92 | -0.2 | 10 | 7 | 9 | 1 | 102 | 2 | 20 | 0.8
Cc1cc(C2(c3ccc(O)c(C)c3)C(=O)Nc3ccccc32)ccc1O | 103 | -0.1 | 5 | -3 | -3 | 17 | 94 | -6 | 16 | 0.8
CCNc1nc(NCc2ccccc2)nc(SCC(N)=O)n1 | 103 | 0.0 | 6 | 8 | -6 | 8 | 99 | -7 | 8 | 0.9
O=C(COc1cccc(-n2cnnn2)c1)NC1CCCCC1 | 98 | -0.1 | 12 | 0 | 3 | 4 | 99 | 11 | 4 | 1
COc1ccc(-c2[nH]ncc2-c2cnc(C)s2)c(O)c1 | 102 | -0.3 | 7 | 4 | -2 | 4 | 100 | -3 | 24 | 0.8
CC(C)(C)c1ccc(OCC(=O)N2CCN(C=O)CC2)cc1 | 100 | -0.1 | -10 | 2 | 0 | 2 | 98 | 19 | 16 | 0.8
CC(C)OP(=O)(OC(C)C)C1(O)C(=O)Nc2ccccc21 (centres undefined) | 99 | -0.6 | 7 | 3 | 1 | -1 | 101 | -5 | 14 | 0.9
CCCNS(=O)(=O)c1ccc(OCC(=O)N2CCCC2)cc1 | 93 | -0.1 | 20 | -10 | 7 | 1 | 105 | 10 | -11 | 1.1
Cc1cc(C)c(NC(=O)Nc2ccccc2C)c(Cl)c1 | 91 | -0.2 | 4 | -6 | 8 | 7 | 97 | -22 | -1 | 1
CN(C(=O)COC(=O)c1cc([N+](=O)[O-])ccc1Sc1ccccc1)C1CCS(=O)(=O)C1 (centres undefined) | 91 | -0.3 | 0 | 3 | 9 | -5 | 108 | -5 | 19 | 0.8
CCN(C(=O)CN1C(=S)NC(C)(C)CC1C)c1ccc(C)c(C)c1 (centres undefined) | 104 | 0.2 | 6 | 12 | -6 | 0 | 106 | 1 | 8 | 0.9
Cc1cc(C)n2c(SCC(=O)NC3CCCCC3)nnc2n1 | 109 | -0.1 | 15 | -1 | -12 | 20 | 89 | -2 | 10 | 0.9
Cc1cccc(-n2c(C)cc(/C=N/NC(N)=S)c2C)c1 | 110 | 0.1 | -7 | -6 | -12 | 8 | 94 | 1 | 19 | 0.8
CCCN(CC(=O)Nc1ccc(Cl)cc1Cl)C(=O)/C=C/c1ccco1 | 114 | -0.2 | 2 | -6 | -16 | -15 | 111 | -12 | 7 | 0.9
COc1ccc(N2CCN(C(=O)CSc3nnc(-c4cc5ccccc5cc4O)n3C)CC2)cc1 | 97 | -0.7 | 4 | -4 | 4 | 28 | 80 | -11 | 21 | 0.8
Cc1ccc(OCC(=O)NC2CC(C)(C)NC(C)(C)C2)c(C)c1 | 108 | -0.4 | 10 | 11 | -10 | 3 | 99 | 13 | x | x
COc1ccccc1NC(=O)c1ccc(NC(=O)COC(=O)C2CC2C)cc1 (centres undefined) | 105 | 0.1 | -4 | 4 | -6 | -1 | 99 | -8 | 0 | 1
COc1ccc(S(=O)(=O)N2CCOCC2)cc1NC(=O)c1cccc2c(=O)c(C)c(-c3ccccc3)oc12 | 102 | -0.4 | -54 | -5 | -2 | -4 | 108 | -3 | 20 | 0.8
